Mtb BioA inh: inhibitors of Mycobacterium tuberculosis BioA enzyme | actives 0.096% (n = 360,000) | AID 602481 | inhibition, % at 9.99 µM | purified M. tuberculosis BioA enzyme, plate reader; in the data active means inhibition above about 40%
* hit, by the source's call.

SMILES	Mtb BioA inh
CO[C@@H]1CN(C)C(=O)c2cc(NS(=O)(=O)CC(F)(F)F)ccc2OC[C@@H](C)NC[C@@H]1C	0.5
COc1ccc(-c2ccc3c(c2)O[C@H](CN(C)C)[C@H](C)CN([C@H](C)CO)S3(=O)=O)cc1	0.3
Cc1ccc(S(=O)(=O)N(C)C[C@H]2OCCCC[C@H](C)Oc3ccc(NS(=O)(=O)c4c(C)noc4C)cc3C(=O)N([C@H](C)CO)C[C@H]2C)cc1	-1.1
C/C=C/c1ccc2c(c1)O[C@H](CN(C)Cc1ccccc1)[C@@H](C)CN([C@H](C)CO)S2(=O)=O	0.7
C[C@@H]1CCCCO[C@@H](CN(C)S(=O)(=O)c2ccccc2)[C@H](C)CN([C@@H](C)CO)C(=O)c2cc(NC(=O)CCCN(C)C)ccc2O1	2.2
Cc1ccc(S(=O)(=O)N(C)C[C@@H]2Oc3ccc(NC(=O)CCN4CCOCC4)cc3CC(=O)N([C@@H](C)CO)C[C@@H]2C)cc1	-2.9
C[C@@H]1CN([C@H](C)CO)C(=O)c2cc(/C=C/c3ccccc3)cnc2O[C@H]1CN(C)C(=O)c1cccc(F)c1	-1.7
CN(C)C(=O)C[C@@H]1CC[C@@H]2[C@H](COc3ccc(NC(=O)Nc4cccc(Cl)c4)cc3C(=O)N2C)O1	6.9
CCC(=O)Nc1ccc2c(c1)C(=O)N(C)C[C@@H](OC)[C@H](C)CN(Cc1ccccc1F)[C@@H](C)CO2	4.9
C[C@H]1CN([C@@H](C)CO)C(=O)c2cc(-c3ccccc3)cnc2O[C@@H]1CN(C)Cc1ccc(C(=O)O)cc1	-0.2
CCN1[C@H](C(=O)NCc2cccc(OC)c2)[C@@H](CO)[C@@H]2Cn3c(ccc(C4=CCCC4)c3=O)[C@@H]21	-2.0
C[C@H]1CN([C@@H](C)CO)C(=O)c2cc(C3=CCCCC3)cnc2O[C@@H]1CN(C)Cc1cccnc1	4.8
COc1ccc(C(=O)Nc2ccc3c(c2)C(=O)N(C)C[C@H](OC)[C@@H](C)CN(C(C)=O)[C@H](C)CO3)cc1	0.3
C[C@H](CO)N1C[C@H](C)[C@H](CN(C)S(=O)(=O)c2ccccc2)Oc2ccc(NS(=O)(=O)c3ccc(Cl)cc3)cc2C1=O	-3.0
CN(C)C(=O)c1cccc(-c2ccc([C@@H]3[C@H]4CN(CC5CCOCC5)CCCCN4[C@H]3CO)cc2)c1	1.8

A draw from above in order of formula weight, highest first.
SMILES	Mtb BioA inh
C[C@H](CO)N1C[C@H](C)[C@H](CN(C)S(=O)(=O)c2ccccc2)Oc2ccc(NS(=O)(=O)c3ccc(Cl)cc3)cc2C1=O	-3.0
Cc1ccc(S(=O)(=O)N(C)C[C@@H]2Oc3ccc(NC(=O)CCN4CCOCC4)cc3CC(=O)N([C@@H](C)CO)C[C@@H]2C)cc1	-2.9
CN(C)C(=O)C[C@@H]1CC[C@@H]2[C@H](COc3ccc(NC(=O)Nc4cccc(Cl)c4)cc3C(=O)N2C)O1	6.9
CN(C)C(=O)c1cccc(-c2ccc([C@@H]3[C@H]4CN(CC5CCOCC5)CCCCN4[C@H]3CO)cc2)c1	1.8
C/C=C/c1ccc2c(c1)O[C@H](CN(C)Cc1ccccc1)[C@@H](C)CN([C@H](C)CO)S2(=O)=O	0.7

Other structures follow.
SMILES	Mtb BioA inh
C[C@H]1CN([C@@H](C)CO)S(=O)(=O)c2ccc(C#Cc3ccccc3F)cc2O[C@@H]1CN(C)C(=O)c1ccc2c(c1)OCO2	-2.1
Cc1noc(C)c1NC(=O)Nc1ccc2c(c1)CC(=O)N([C@@H](C)CO)C[C@@H](C)[C@H](CN(C)C(=O)Nc1ccc(F)cc1)O2	3.5
C[C@H](CO)N1C[C@H](C)[C@H](CN(C)S(=O)(=O)c2cn(C)cn2)Oc2c(NC(=O)Nc3ccc(C(F)(F)F)cc3)cccc2C1=O	2.8
CCCNC(=O)N(C)C[C@H]1Oc2cc(C#CC(C)C)ccc2S(=O)(=O)N([C@H](C)CO)C[C@@H]1C	-0.1
C[C@@H]1CN([C@H](C)CO)C(=O)Cc2cc(NC(=O)C3CCCCC3)ccc2O[C@@H]1CN(C)C(=O)Nc1ccc(F)cc1	0.4
C[C@@H]1CN([C@@H](C)CO)C(=O)Cc2cc(NS(=O)(=O)c3cccs3)ccc2O[C@H]1CN(C)Cc1ccc(Oc2ccccc2)cc1	0.0
C[C@@H]1CN([C@H](C)CO)C(=O)c2cc(NC(=O)c3ccncc3)ccc2O[C@@H]1CN(C)C(=O)Nc1cccc2ccccc12	-0.8
CCC(=O)N(C)C[C@H]1Oc2cc(C#C[C@@H](C)O)ccc2S(=O)(=O)N([C@@H](C)CO)C[C@@H]1C	-1.1
C[C@H]1CN([C@@H](C)CO)C(=O)Cc2cc(NC(=O)CCCCCC(=O)Nc3ccccc3N)ccc2O[C@H]1CN(C)CC1CCCCC1	-2.4
O=C(Nc1ccccc1)N1C[C@@H]2[C@H](c3ccccc31)[C@H](CO)N2C(=O)c1ccccc1F	-3.2
Cc1noc(C)c1S(=O)(=O)N(C)C[C@H]1Oc2c(NC(=O)C3CC3)cccc2C(=O)N([C@@H](C)CO)C[C@H]1C	2.8
O=C(C[C@@H]1C[C@H]2c3cc(NS(=O)(=O)c4ccccc4)ccc3O[C@H]2[C@@H](CO)O1)NCC1CC1	0.2
O=C(C[C@H]1CC[C@@H]2[C@H](COC[C@@H](O)CN2Cc2cccc(F)c2)O1)NCc1cccc(F)c1	0.3
C[C@H]1CN([C@@H](C)CO)C(=O)c2cccc(NC(=O)c3ccncc3)c2O[C@@H]1CN(C)S(C)(=O)=O	-3.8
CC(C)CC#Cc1ccc2c(c1)O[C@@H](CN(C)S(C)(=O)=O)[C@H](C)CN([C@@H](C)CO)S2(=O)=O	3.7
C[C@@H]1CN([C@@H](C)CO)C(=O)Cc2cc(NS(=O)(=O)c3cn(C)cn3)ccc2O[C@@H]1CN(C)C(=O)Nc1cccc2ccccc12	1.4
C[C@H](CO)N1C[C@H](C)[C@H](CN(C)C(=O)Cc2ccccn2)Oc2ncc(/C=C/c3ccccc3)cc2C1=O	-0.8
COc1ccc(CN(C)C[C@@H]2OCCCC[C@@H](C)Oc3ccc(NC(=O)NC(C)C)cc3C(=O)N([C@H](C)CO)C[C@@H]2C)cc1	-1.2
CCCN1C[C@H](C)[C@@H](OC)CN(C)C(=O)c2cc(NC(=O)NC3CCCCC3)ccc2OC[C@H]1C	-1.6
C[C@H](CO)N1C[C@H](C)[C@H](CN(C)CC2CC2)Oc2ccc(NS(=O)(=O)c3ccc(F)cc3)cc2CC1=O	-3.4
COc1cccc(S(=O)(=O)N[C@H]2CC[C@@H](CC(=O)NCc3ccc(Cl)cc3)O[C@@H]2CO)c1	5.9
C[C@H]1CN([C@@H](C)CO)C(=O)Cc2cc(NC(=O)Cc3cn(C)c4ccccc34)ccc2O[C@H]1CN(C)S(C)(=O)=O	8.1
COc1cccc(C(=O)Nc2ccc3c(c2)OC[C@@H](C)N(CC2CC2)C[C@H](C)[C@@H](OC)CN(C)C3=O)c1	1.5
C[C@@H]1CN([C@@H](C)CO)C(=O)c2cc(NS(C)(=O)=O)ccc2O[C@H]1CN(C)CC1CC1	-1.7
C[C@H](CO)N1C[C@H](C)[C@@H](CN(C)C)OCCCC[C@H](C)Oc2ccc(NC(=O)Nc3ccc(C(F)(F)F)cc3)cc2C1=O	-2.6
CO[C@H]1CN(C)C(=O)c2ccc(NC(C)=O)cc2OC[C@H](C)N(C(=O)c2ccc(F)cc2)C[C@H]1C	2.4
O=C(C[C@H]1CC[C@@H](NS(=O)(=O)c2ccccc2)[C@H](CO)O1)NCCN1CCCCC1	-2.5
COc1ccc(NC(=O)N2C[C@@H](O)COC[C@H]3O[C@H](CC(=O)N4CCN(C)CC4)CC[C@@H]32)cc1	-0.7
COc1ccc(S(=O)(=O)N(C)C[C@H]2Oc3ncc(-c4ccncc4)cc3C(=O)N([C@@H](C)CO)C[C@H]2C)cc1	-3.1
C[C@@H]1CN([C@H](C)CO)C(=O)c2cc(-c3ccc(F)cc3)cnc2O[C@@H]1CN(C)Cc1cccnc1	-2.3
CO[C@H]1CN(C)C(=O)c2ccc(NS(=O)(=O)c3ccc(Oc4ccccc4)cc3)cc2OC[C@@H](C)NC[C@@H]1C	11.6
CCN1[C@H](C(=O)N(C)C)[C@@H](CO)[C@@H]2Cn3c(ccc(-c4ccc(F)cc4)c3=O)[C@@H]21	-1.2
CO[C@@H](CN(C)Cc1cc(F)ccc1F)[C@@H](C)CN([C@H](C)CO)S(=O)(=O)c1ccc(F)cc1	-2.1
O=C(NCC[C@@H]1CC[C@@H](NC(=O)C2CCCC2)[C@@H](CO)O1)c1cc(Cl)cc(Cl)c1	-2.8
Cc1noc(C)c1NC(=O)Nc1cccc2c1O[C@H](CN(C)CC1CC1)[C@@H](C)CN([C@H](C)CO)C2=O	2.3
CCCC#Cc1cnc2c(c1)C(=O)N([C@@H](C)CO)C[C@H](C)[C@H](CN(C)C(=O)Nc1ccccc1F)O2	-3.6
C[C@H]1CN([C@@H](C)CO)C(=O)c2ccccc2-c2ccccc2CO[C@@H]1CN(C)C(=O)CCN(C)C	0.5
C[C@@H]1CCCCO[C@@H](CN(C)C)[C@H](C)CN([C@@H](C)CO)C(=O)c2cc(NS(C)(=O)=O)ccc2O1	0.1
O=S(=O)(N[C@@H]1CC[C@@H](CCn2cc(Cc3ccccc3)nn2)O[C@H]1CO)c1ccccc1F	-0.1
CCCC#Cc1ccc([C@@H]2[C@@H](CO)N3CCCCN(C(=O)NC4CCCC4)C[C@@H]23)cc1	7.3
COc1ccc(S(=O)(=O)Nc2ccc3c(c2)C(=O)N([C@H](C)CO)C[C@H](C)[C@H](CN(C)S(C)(=O)=O)OCCCC[C@@H](C)O3)cc1	-0.2
C[C@@H]1CN([C@@H](C)CO)C(=O)c2cc(NC(=O)NC3CCCCC3)ccc2O[C@H]1CN(C)Cc1ccncc1	0.6
COc1ccccc1-c1ccc([C@@H]2[C@H](CO)N3CCCCN(Cc4ccncc4)C[C@@H]23)cc1	5.6
COc1ccc(-c2cnc3c(c2)C(=O)N([C@@H](C)CO)C[C@@H](C)[C@H](CN(C)C(=O)C2CCC2)O3)cc1	-0.7
COc1ccc(S(=O)(=O)N[C@@H]2CC[C@@H](CCn3cc(C(C)C)nn3)O[C@@H]2CO)cc1	-0.3

Of the compounds above, these contain two or more sulfur atoms.
SMILES	Mtb BioA inh
Cc1ccc(S(=O)(=O)N(C)C[C@H]2OCCCC[C@H](C)Oc3ccc(NS(=O)(=O)c4c(C)noc4C)cc3C(=O)N([C@H](C)CO)C[C@H]2C)cc1	-1.1
C[C@H](CO)N1C[C@H](C)[C@H](CN(C)S(=O)(=O)c2ccccc2)Oc2ccc(NS(=O)(=O)c3ccc(Cl)cc3)cc2C1=O	-3.0
C[C@@H]1CN([C@@H](C)CO)C(=O)Cc2cc(NS(=O)(=O)c3cccs3)ccc2O[C@H]1CN(C)Cc1ccc(Oc2ccccc2)cc1	0.0
CC(C)CC#Cc1ccc2c(c1)O[C@@H](CN(C)S(C)(=O)=O)[C@H](C)CN([C@@H](C)CO)S2(=O)=O	3.7
COc1ccc(S(=O)(=O)Nc2ccc3c(c2)C(=O)N([C@H](C)CO)C[C@H](C)[C@H](CN(C)S(C)(=O)=O)OCCCC[C@@H](C)O3)cc1	-0.2

Additional compounds:
SMILES	Mtb BioA inh
COCC#Cc1ccc([C@@H]2[C@H]3CN(S(=O)(=O)c4ccccc4F)CCCCN3[C@H]2CO)cc1	-3.4
O=C(N[C@H]1C=C[C@H](CC(=O)N2CCC(Cc3ccccc3)CC2)O[C@@H]1CO)c1cnccn1	-1.7
Cc1noc(C)c1NC(=O)Nc1cccc2c1O[C@H](CN(C)C(=O)Nc1ccc(F)cc1)[C@H](C)CN([C@@H](C)CO)C2=O	2.2
CO[C@H]1CN(C)C(=O)c2cc(NC(C)=O)ccc2OC[C@@H](C)N(Cc2ccccn2)C[C@H]1C	-0.7
COc1ccc(S(=O)(=O)Nc2ccc3c(c2)C(=O)N([C@@H](C)CO)C[C@@H](C)[C@H](CN(C)Cc2ccc(Cl)c(Cl)c2)O3)cc1	1.5
O=C(c1cccnc1)N1CCCCN2[C@H](CO)[C@@H](c3ccc(C#Cc4ccccc4)cc3)[C@H]2C1	8.3
CC(C)NC(=O)N[C@H]1C=C[C@H](CC(=O)N2CCCCC2)O[C@H]1CO	2.5
C[C@H](CO)N1C[C@H](C)[C@H](CN(C)C(=O)Nc2cc(F)ccc2F)Oc2ncc(C#CCN(C)C)cc2C1=O	-2.2
Cc1noc(C)c1NC(=O)Nc1cccc2c1O[C@H](CN(C)S(=O)(=O)c1cn(C)cn1)[C@H](C)CN([C@H](C)CO)C2=O	-1.4
CO[C@@H]1CN(C)C(=O)c2ccc(NC(C)=O)cc2OC[C@@H](C)N(S(=O)(=O)c2cn(C)cn2)C[C@@H]1C	19.0
C[C@H]1CN([C@@H](C)CO)C(=O)c2cc(NC(=O)Cn3cnnn3)ccc2O[C@@H]1CN(C)Cc1ccc(C(=O)O)cc1	-1.0
C[C@@H]1CN([C@@H](C)CO)C(=O)c2cc(NC(=O)Nc3cccc4ccccc34)ccc2O[C@@H](C)CCCCO[C@H]1CN(C)Cc1ccc(Cl)c(Cl)c1	-1.2
O=C(Cc1cccnc1)N[C@@H]1CC[C@@H](CCn2cc(Cc3ccccc3)nn2)O[C@@H]1CO	0.8
C[C@H](O)C#Cc1ccc([C@H]2[C@H]3CN(S(=O)(=O)c4ccccc4)CCCCN3[C@H]2CO)cc1	-3.1
CC(=O)N[C@@H]1CC[C@H](CC(=O)NCC2CCCCC2)O[C@H]1CO	-0.3
CN1C(=O)c2cc(NC(=O)C3CC3)ccc2OC[C@H]2O[C@@H](CC(=O)NC3CCC3)CC[C@H]21	-5.0
C[C@@H]1CCCCO[C@@H](CN(C)C(=O)NC2CCCCC2)[C@H](C)CN([C@H](C)CO)C(=O)c2cc(NC(=O)Cc3ccccc3)ccc2O1	-2.0
CC=Cc1ccc2n(c1=O)C[C@H]1[C@H](CO)[C@@H](C(=O)N3CCOCC3)[C@@H]2N1CC1CC1 (mixture of isomers)	0.3
C[C@H](CO)N1C[C@H](C)[C@H](CN(C)Cc2cccc(C(=O)O)c2)Oc2ncc(-c3ccccc3F)cc2C1=O	-3.2
C[C@@H]1CN([C@H](C)CO)C(=O)CCCn2nncc2CO[C@H]1CN(C)C(=O)Nc1ccc(-c2cccs2)cc1	-2.8
C[C@H](CO)N1C[C@H](C)[C@H](CN(C)S(=O)(=O)c2ccccc2C#N)OCc2ccccc2-c2ccccc2C1=O	1.1

From PubChem

Only part of the results is shown; rates above refer to the full screens.
